PAD4 inh – inhibitors of human PAD4. Q9UM07. recombinant PAD4, RCA probe fluorescence polarization. inhibition, % at 6.36 µM. 330,000 compounds, 0.41% hits. AID 485272;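 active = percent inhibition above a cutoff equal to the mean of all tested compounds plus 3 SD, cut at about 15% in these data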;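 note: 0% = PAD4 with RCA probe and DMSO and 100% = probe without PAD4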
PAFAH1B3 inh – blocks human PAF acetylhydrolase 1B catalytic subunit 3; Q15102; recombinant PAFAH1B3, FP-rhodamine probe, fluorescence polarization; inhibition, % at 3.39 µM; 340,000 compounds, 0.28% hits; AID 492972;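 active = inhibition above the screen-wide average of all tested compounds plus 3 SD, cut at about 25% in these data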;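 note: 0% = enzyme with DMSO only and 100% = wells lacking PAFAH1B3 protein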
LYPLA1 inh – blocks human lysophospholipase 1, a PME1 counter-screen. O75608. recombinant LYPLA1, FP-Rh probe fluorescence polarization. inhibition, % at 5.9 µM. 320,000 compounds, 0.16% hits;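 active = inhibition above the mean of all tested compounds plus 3 SD, set per campaign, cut at about 14% in these data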;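 note: inhibitors block serine hydrolase probe labeling of LYPLA1 so polarization falls; 0% = enzyme with DMSO and 100% = wells lacking LYPLA1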
GSTO1 inh – GSTO1 inhibition, counter-screen for RBBP9 inhibitors; P78417; recombinant GSTO1, activity-based probe fluorescence polarization; inhibition, % at 5.96 µM; 300,000 compounds, 1.1% hits;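 active = inhibition above the campaign mean inhibition plus 3 SD, cut at about 35% in these data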;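 note: 0% = GSTO1-1 with DMSO and 100% = wells lacking GSTO1-1 enzyme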
pPAFAH inh – inhibitors of human plasma PAF acetylhydrolase (pPAFAH) | Q13093 | inhibition, % at 3.39 µM | AID 463082 | recombinant pPAFAH, FP-rhodamine probe fluorescence polarization | 330,000 compounds, 1.5% hits;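 active = inhibition above the mean inhibition across the screen plus 3 SD, cut at about 25% in these data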;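 note: inhibitors block binding of the rhodamine activity-based probe so polarization drops; 0% = enzyme with DMSO and 100% = wells lacking pPAFAH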
PREPL inh – inhibitors of human prolyl oligopeptidase-like enzyme PREPL. recombinant PREPL, fluorescence polarization activity-based probe. AID 2751. 320,000 compounds, 0.68% hits. inhibition, % at 5.96 µM; in the data active = inhibition above about 43%;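 note: 0% = enzyme with DMSO and 100% = wells lacking enzyme; many of its hits are not listed in these tables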
Target sequence (Q4J6C6 whole entry, looked up): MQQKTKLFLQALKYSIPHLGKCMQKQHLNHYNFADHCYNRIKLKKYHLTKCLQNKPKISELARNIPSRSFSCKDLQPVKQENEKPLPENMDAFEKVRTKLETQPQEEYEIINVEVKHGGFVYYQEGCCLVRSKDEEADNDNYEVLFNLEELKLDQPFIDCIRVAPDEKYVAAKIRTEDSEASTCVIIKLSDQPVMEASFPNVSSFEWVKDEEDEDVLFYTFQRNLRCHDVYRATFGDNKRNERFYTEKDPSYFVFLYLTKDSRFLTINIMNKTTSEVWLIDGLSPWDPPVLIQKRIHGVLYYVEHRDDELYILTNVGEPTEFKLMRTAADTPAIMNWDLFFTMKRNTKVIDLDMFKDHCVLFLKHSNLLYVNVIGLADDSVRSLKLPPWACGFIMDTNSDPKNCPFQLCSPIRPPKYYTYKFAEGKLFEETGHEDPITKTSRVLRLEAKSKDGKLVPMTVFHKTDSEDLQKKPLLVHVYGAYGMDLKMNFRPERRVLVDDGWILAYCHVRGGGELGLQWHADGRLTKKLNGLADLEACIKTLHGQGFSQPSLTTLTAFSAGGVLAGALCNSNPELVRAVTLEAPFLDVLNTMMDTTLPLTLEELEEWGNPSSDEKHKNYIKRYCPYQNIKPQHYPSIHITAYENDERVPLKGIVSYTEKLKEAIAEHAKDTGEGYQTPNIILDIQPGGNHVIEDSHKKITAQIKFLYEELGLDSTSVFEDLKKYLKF
PAFAH1B2 FP inh – PAFAH1B2 (human) inhibition; inhibition, % at 3.39 µM; AID 492953; recombinant PAFAH1B2, FP-rhodamine activity probe, fluorescence polarization; 340,000 compounds, 1.2% hits; P68402;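 active = inhibition above the mean of all tested compounds plus 3 SD, cut at about 24% in these data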;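 note: 0% = enzyme with DMSO and 100% = wells lacking PAFAH1B2; many of its hits are not listed in these tables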
PME-1 primary – PME-1 (human) inhibition | Q9Y570 | 320,000 compounds, 0.53% hits | inhibition, % at 5.9 µM | recombinant PME-1, FP-Rh probe fluorescence polarization;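 active = inhibition above the campaign mean of all compounds plus 3 SD, cut at about 26% in these data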;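 note: competitive labeling of PME-1 active site by serine hydrolase directed probe; 0% = PME-1 with DMSO and 100% = wells lacking PME-1 enzyme; inhibitors block probe labeling so polarization falls and inhibition rises; many of its hits are not listed in these tables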
LYPLA2 counter – blocks human lysophospholipase 2, a PME1 counter-screen | O95372 | recombinant LYPLA2, FP-Rh probe fluorescence polarization | inhibition, % at 5.9 µM | 320,000 compounds, 0.38% hits;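 active = inhibition above the screen-wide mean plus 3 SD, limit set per campaign, cut at about 26% in these data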;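 note: 0% = LYPLA2 with DMSO and 100% = wells lacking LYPLA2 enzyme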
Target sequence (O95372 whole entry, looked up): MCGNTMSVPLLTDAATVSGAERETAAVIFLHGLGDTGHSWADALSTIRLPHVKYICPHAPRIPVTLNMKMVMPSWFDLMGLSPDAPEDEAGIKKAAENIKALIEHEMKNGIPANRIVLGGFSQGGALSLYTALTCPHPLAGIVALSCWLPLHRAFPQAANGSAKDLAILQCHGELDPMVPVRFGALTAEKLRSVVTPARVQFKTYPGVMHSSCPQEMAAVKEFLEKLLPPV
Starred values were filed as active, the others as inactive; nt = not tested or not shown.

SMILES	PAD4 inh	PAFAH1B3 inh	LYPLA1 inh	GSTO1 inh	pPAFAH inh	PREPL inh	PAFAH1B2 FP inh	PME-1 primary	LYPLA2 counter
O=C(Nc1cccc(F)c1)C1CCCN(S(=O)(=O)c2cnc[nH]2)C1 (configuration not stated)	-3	7	4	8	5	1	4	-4	4
O=C(CN1C2CCCC1CC(NC(=O)C1CCCCC1)C2)Nc1ccccc1C(F)(F)F (configuration not stated)	-2	3	-5	2	-5	1	6	-4	-1
Cn1c(Cc2ccccc2)nnc1SCC(=O)Nc1ccccc1	-2	1	7	0	-2	-4	-2	-6	2
Cc1cc(=O)oc(C)c1C(=O)NCCCN1C(C)CCCC1C (configuration not stated)	0	2	1	10	-4	12	-4	-2	-2
COc1ccccc1NC(=O)c1nn(C)c(C(=O)Nc2ccccc2OC)c1[N+](=O)[O-]	-3	-2	-4	-8	9	6	5	7	-5
COc1ccc(NC(=O)CN(C)C(=O)C2=COCCO2)cc1	2	-3	4	1	3	2	1	2	7
O=C(COC(=O)c1cccc(C(=O)OCC(=O)NC2CCCCC2)n1)NC1CCCCC1	-4	-3	-3	-4	-3	10	1	-4	1
CCN(CC)CCNC(=O)Cn1cnc2sc(C)c(S(=O)(=O)N3CCN(c4ncccn4)CC3)c2c1=O	-3	6	-1	10	2	-1	1	-3	0
CCN(CC)S(=O)(=O)c1ccc(Oc2cccc(C(C)=O)c2)nc1	-4	8	1	1	7	6	5	2	8
CNC(=O)NC(=O)CSc1nnc(C(F)(F)F)n1C	-2	1	3	7	3	7	1	-9	14
O=C(N1CCN(Cc2ccc3c(c2)OCO3)CC1)C12CC3CC(CC(C3)C1)C2	-2	nt	2	-1	4	15	nt	-3	5
NC(Cc1ccc2nonc2c1)C(=O)O (configuration not stated)	-4	4	-2	-1	2	-8	-1	-5	-2
CCOC(=O)c1ccc[n+](CC(=O)c2ccccc2)c1	1	2	4	-1	5	6	-2	-5	12
COc1ccc(OC)c2[nH]c(C(=O)O)cc12	1	8	4	9	-3	-2	5	0	-1
COc1ccccc1OC(=O)C1CC(=O)N(c2ccc(Cl)cc2)C1 (configuration not stated)	-1	14	-3	4	12	10	6	1	-1
COc1ccc(C(CNC(=O)Cc2cccs2)N(C)C)cc1 (configuration not stated)	2	11	1	7	5	-2	-4	-1	5
CCOCCCNC(=O)C(NC(=O)c1ccc2c(c1)OCO2)c1ccc(OC)cc1 (configuration not stated)	2	8	2	-6	0	4	3	-1	0
CCN(C(=O)C1CCCN1S(=O)(=O)c1cccc2nsnc12)c1ccccc1 (configuration not stated)	-1	-1	-2	-6	0	12	6	-3	-4
CCOc1ccc(N2C(=O)CN(O)C=C3N=c4ccccc4=C32)cc1	-2	nt	2	8	1	6	nt	2	10
Cc1cccc(N2CCN(C(=S)Nc3ccc4nc(N5CCN(C)CC5)cc(C)c4c3)CC2C)c1 (configuration not stated)	-2	0	1	-4	12	35	1	-1	7
CC(=O)c1cccc(NC(=O)Nc2ccc3c(c2)CCC3)c1	1	-1	1	0	5	19	7	-5	4
COc1ccc(CNC(=O)CN2CCN(c3ccc(F)cc3)CC2)cc1	-2	6	1	-3	6	-30	-1	0	2
Clc1ccc(Cn2nnc(-c3ccccc3)n2)cc1	5	12	-5	1	0	4	6	3	0
CN1C(=O)NC(NC(=O)C2CCCCC2)(C(F)(F)F)C1=O (configuration not stated)	-3	2	-2	9	-2	5	1	-6	1

In the list so far, 2 have a Cl atom:
SMILES	PAD4 inh	PAFAH1B3 inh	LYPLA1 inh	GSTO1 inh	pPAFAH inh	PREPL inh	PAFAH1B2 FP inh	PME-1 primary	LYPLA2 counter
COc1ccccc1OC(=O)C1CC(=O)N(c2ccc(Cl)cc2)C1 (configuration not stated)	-1	14	-3	4	12	10	6	1	-1
Clc1ccc(Cn2nnc(-c3ccccc3)n2)cc1	5	12	-5	1	0	4	6	3	0

Additional entries follow:
SMILES	PAD4 inh	PAFAH1B3 inh	LYPLA1 inh	GSTO1 inh	pPAFAH inh	PREPL inh	PAFAH1B2 FP inh	PME-1 primary	LYPLA2 counter
O=c1oc2cc(Oc3ccc(C(F)(F)F)cc3[N+](=O)[O-])ccc2c2c1CCCC2	4	2	6	1	-2	-3	5	6	1
CCOC(=O)c1c2ccc(OCC(=O)N/N=C/c3ccc(C)cc3)cc2n2ccccc12	-2	10	1	15	8	28	3	-5	2
Cc1cc(C(=O)Nc2ccon2)c(C)o1	0	1	-1	10	0	-9	-1	-3	1
Cc1ccccc1N=C1NC(=O)/C(=C/c2cccn2C)S1	-7	-2	-4	4	20	13	4	-8	-7
CCNc1nc2ccccc2[nH]1	5	4	-3	6	3	6	4	-2	2
Cc1ccn(CC(C)C(=O)O)n1 (configuration not stated)	-5	7	1	3	3	-2	6	0	0
O=C(O)CSc1c2ccccc2cc2ccccc12	23*	12	1	2	4	22	6	2	1
CC(=O)Nc1ccc(-c2nnc(SCc3ccccc3C#N)n2C)cc1	-3	3	1	-6	5	-5	7	-2	8
CCn1cc(/C=C(\NC(=O)c2ccccc2F)C(=O)NCCCN2CCOCC2)c2ccccc21	-6	12	5	6	3	15	4	-6	4
CC(=O)Nc1ccc(C(=O)Nc2nc(-c3ccccn3)cs2)cc1	-6	4	0	-6	-16	15	-9	-4	-5
COc1cc2c(C(=O)O)c(C)n(C)c2c2ccccc12	9	6	0	3	8	16	6	11	-3
COc1ccc(N2C(=O)C(CC(=O)Nc3ccc(F)cc3)N(CCc3cccs3)C2=O)cc1 (configuration not stated)	0	5	1	4	4	4	1	-5	0
COc1ccc(S(=O)(=O)N2Cc3ccccc3CC2C(=O)Nc2ccc(O)cc2)cc1OC (configuration not stated)	2	0	-3	6	-5	7	5	5	-8
COc1cc(/C=C(\C#N)C(=O)NCc2cccs2)ccc1O	0	8	-1	-4	5	-3	1	4	-1
CC(C)[C@H](NC(=O)[C@@H]1CSC2c3ccccc3C(=O)N21)C(=O)NCc1ccco1 (some centres not stated)	-3	-3	-1	0	7	3	2	1	-1
Cc1cccc(N(C(=O)c2ccco2)C(C(=O)NC2CCCC2)c2cccnc2)c1C (configuration not stated)	-6	4	-2	-8	-6	9	11	2	-3
O=[N+]([O-])c1cc([N+](=O)[O-])c2cc(-c3cccnc3)[nH]c2c1	-3	7	-7	-1	11	3	1	0	-8
O=C(Nc1ccccc1Cl)C1(c2ccccc2)CC1(Cl)Cl (configuration not stated)	0	0	-2	-3	5	-6	11	0	-3
C=CCOC(=O)/C(=C\c1ccccc1)NC(=O)c1ccco1	-4	4	-2	1	4	3	4	8	-2
Cc1cc(NC(=O)CSc2n[nH]c(-c3cccs3)n2)no1	-3	2	-1	-3	5	1	3	-1	-4
O=C(Cn1c(=S)[nH]c2ccccc2c1=O)N1CCN(c2ccc(F)cc2)CC1	3	0	1	8	4	29	0	-5	13
COc1ccc(CCNC(=S)NC(=O)c2ccccc2)cc1C	0	1	-3	2	2	-17	2	-13	-4
COc1cccc(NC(=O)c2oc3ccccc3c2NC(=O)c2ccc3c(c2)OCO3)c1	-3	-41	-32	-17	-38	-13	-22	-67	-70
O=c1c2c3c(sc2n(CCN2CCCCC2)c(=O)n1Cc1ccco1)CCCCC3	-1	-10	0	1	11	12	1	0	4
CC(Oc1ccc(Br)cc1)C(=O)Nn1c(=S)[nH]c2ncccc2c1=O (configuration not stated)	-3	nt	2	3	-4	-1	nt	-4	-4
COc1ccc(OC)c(NC(=O)C2CCC(CNc3c(N4CCOCC4)c(=O)c3=O)CC2)c1 (configuration not stated)	4	0	1	9	3	9	-5	-6	-2
CCn1c(O)c(C=NCc2cccs2)c(=O)n(CC)c1=S	-2	4	-5	5	10	-1	2	3	0
CCOC(=O)Cc1csc(NC(=O)CSc2ncnc3c2cnn3-c2ccc(OC)cc2)n1	-5	9	-8	-28	-7	13	-3	-2	-11
CN(CCC1CCOCC1)C(=O)CC1C(=O)NCCN1C/C=C/c1ccccc1 (configuration not stated)	-3	6	-3	-1	2	13	-1	3	-3
CCOc1ccc(S(=O)(=O)N2CC(=O)Nc3ccccc32)cc1	0	6	0	6	-3	15	-1	2	-2
O=C(N/N=C1/CCS(=O)(=O)c2ccc(F)cc21)c1ccccn1	-3	4	0	-2	2	5	4	-7	5
CCN1C(=O)[C@H]2[C@H]3CN=C(SCC4CC4)N3[C@@](CC)(C(=O)OC)[C@H]2C1=O	2	4	nt	nt	3	nt	-1	nt	nt
Oc1cc(-c2ccccc2)c2ccccc2c1	2	6	-4	0	16	0	3	4	-10
CCn1c(=O)c(C(C)=O)nc2ccccc21	-4	11	2	10	5	-12	2	0	3
O=C1CN(C(=O)COC(=O)Cc2ccccc2F)c2ccccc2N1	0	-2	nt	nt	5	3	5	nt	nt
COc1ccc(OC)c(CNC(=O)C2CCN(S(=O)(=O)N3CCC(C)CC3)CC2)c1	-3	11	7	-4	6	-1	3	-4	3
O=c1[nH]nc(-c2ccc(OCc3ccc(Cl)cc3Cl)cc2)o1	89*	4	2	11	8	-1	0	-3	-4
O=C(NNS(=O)(=O)c1ccccc1)c1cccc(F)c1	-1	3	1	3	1	-6	3	-3	2
COC(=O)CNC(=O)C(Cc1c[nH]c2ccccc12)NC(=O)OC(C)(C)C (configuration not stated)	-8	0	3	-4	0	-6	8	2	4
COC(=O)C1=C(C)NC(C)=C(C(=O)OC)C1C(=O)OCC(=O)Nc1ccc(C(C)=O)cc1	-3	8	0	-1	0	-5	3	6	7
Cn1cccc1/C=C1\SC(=Nc2cccc(O)c2)NC1=O	-9	4	-1	-62	10	1	5	-4	-1
O=C(NC1CCCCCC1)c1ccc(Cl)c(S(=O)(=O)N2CCOCC2)c1	-5	6	0	0	4	-12	9	3	1
COc1cc(NC(=O)C23CC4CC(C2)CC(n2nnc(C)n2)(C4)C3)c(OC)cc1Cl	0	-4	-2	7	4	16	5	1	1
O=C(CCCN1C(=O)c2ccccc2C1=O)Oc1ccc(F)cc1	-1	3	0	4	10	11	-2	-2	7
O=C(CSc1nc2ccccc2o1)NC(=O)NCc1ccccc1	0	7	-6	-3	-1	-31	-26	-5	-8
COC(=O)c1ccc(OCC(O)CN2CCN(CC(O)COc3ccc(C(=O)OC)cc3)CC2)cc1 (configuration not stated)	6	7	3	-7	6	-2	7	6	10
CS(=O)(=O)N(Cc1ccccc1)c1ccc(C(=O)NN=C2CCCCCC2)cc1	-1	13	-3	3	3	3	3	-3	-10
CC(C)(C)OC(=O)N1CCC[C@H]1c1nnc(SCc2c(F)cccc2Cl)o1	-3	8	-3	3	7	3	2	-3	-3
S=C(NCc1ccco1)N1CCC(c2nc3ccccc3o2)CC1	3	5	4	-2	1	-1	-1	-2	-2
CC(=O)c1cccc(NC(=O)COC(=O)C2=COCCO2)c1	-1	2	3	-3	2	-3	1	-1	3
COc1ccccc1NC(=O)CCCC(=O)OCC(F)(F)C(F)F	3	2	0	7	8	0	-3	-7	2
Cc1ccc(C(=O)N[C@H](C(=O)OCc2cc(=O)oc3cc(C)ccc23)C(C)C)cc1	-4	-15	-1	-5	-4	8	-1	-1	-1
N#CC(c1ccccc1)c1ccc2c(C(F)(F)F)cc(C(F)(F)F)nc2n1 (configuration not stated)	-1	19	-1	11	6	16	11	15	8
O=C(NCCC1=CCCCC1)c1cc(-c2ccccn2)nc2ccccc12	-1	4	2	-1	2	0	6	-6	3

Screening results (PubChem)

These rows are one share of the data. The share of hits here may be higher or lower than overall.
